Screening data from PubChem BioAssay.
Cl transport mod: KCC2 (human) Cl- transport modulation; actives 2.2% (n = 190,000); Q9H2X9; KCC2 cells, thallium flux FluoZin-2 fluorescence; B-score of Tl+ flux slope (higher = more flux/activation; lower = inhibition) at 10 µM; AID 1456;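 active means thallium flux slope and its plate-corrected score both differing from the plate sample mean at a set confidence after two filtering rounds, in either direction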;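 further: slope of fluorescence scaled to starting intensity during 10 to 20 s after thallium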
KLK5 inh: kallikrein 5 (human) inhibition; Q9Y337; recombinant hK5, fluorogenic AMC substrate cleavage; inhibition, % at 5 µM; actives 0.59% (n = 210,000);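 active means inhibition of 40% or more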;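 further: 0% = enzyme controls without compound and 100% = no-enzyme blanks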
Target sequence (Q9Y337 67-293 limits assumed): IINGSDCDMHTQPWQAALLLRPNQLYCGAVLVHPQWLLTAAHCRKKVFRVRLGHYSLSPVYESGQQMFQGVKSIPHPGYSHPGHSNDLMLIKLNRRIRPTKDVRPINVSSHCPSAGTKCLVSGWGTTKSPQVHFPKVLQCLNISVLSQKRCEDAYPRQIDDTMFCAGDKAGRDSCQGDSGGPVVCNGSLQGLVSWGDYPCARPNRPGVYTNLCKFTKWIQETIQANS
FXIa inh: blocks human coagulation factor XIa protease activity; P03951; purified FXIa, Boc-Glu-Ala-Arg-AMC fluorogenic substrate; inhibition, % at 5 µM; actives 0.14% (n = 220,000);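 active means inhibition of at least 40%; inactive means inhibition below 40%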;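 further: fluorescence of freed AMC excited at 355 nm; 0% = enzyme without compound and 100% = no enzyme blank; many of its hits are not listed in these tables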
zVAD death inh: blocks zVAD induced death of L929 cells | viability rescue, % at 10 µM | L929 zVAD necroptosis rescue, ATP luminescence, 24 h; with zVAD 60 µM | actives 0.38% (n = 220,000);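 active means activation, scaled between plate controls, above about 75%, limit read from the data; inactive means activation under that limit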;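 further: 0% = zVAD with DMSO and 100% = DMSO alone without zVAD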
FXIIa inh: blocks human coagulation factor XIIa protease activity; actives 0.3% (n = 220,000); inhibition, % at 5 µM; purified FXIIa, Boc-QGR-AMC fluorogenic substrate, 2 h; AID 800; P00748; in the data active means inhibition above about 40%;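 further: 0% = enzyme with no compound and 100% = blank without enzyme; many of its hits are not listed in these tables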
Rad51 HR inh: Rad51 (human) homologous recombination inhibition | hRad51 DNA strand exchange, fluorescence dequenching | inhibition, % at 10 µM | actives 0.085% (n = 200,000) | Q06609;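 active means inhibition above 40% at the single screening dose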;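 further: 0% = DMSO control wells and 100% = blanks with heterologous ssDNA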
Target sequence (Q06609 whole entry, looked up): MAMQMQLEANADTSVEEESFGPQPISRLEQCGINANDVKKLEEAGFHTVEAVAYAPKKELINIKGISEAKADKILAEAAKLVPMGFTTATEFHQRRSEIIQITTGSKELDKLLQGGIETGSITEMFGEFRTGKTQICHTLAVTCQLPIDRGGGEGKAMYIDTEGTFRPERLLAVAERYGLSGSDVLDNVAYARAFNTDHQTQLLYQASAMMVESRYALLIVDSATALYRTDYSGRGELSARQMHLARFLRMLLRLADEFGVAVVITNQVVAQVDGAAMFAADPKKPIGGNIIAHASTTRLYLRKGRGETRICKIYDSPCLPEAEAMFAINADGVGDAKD
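material = hRad51 filaments on single-stranded DNA | reagent = Donor/quencher-labelled 47-bp dsDNA substrate | compound = 10 µM final, single point | schedule = strand-exchange reaction 15 min at room temperature | measured by = fluorescein emission 520 nm, excitation 485 nm | read-out basis = % inhibition versus plate control and blank means | benchmarks = plate controls and plate blanks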
Hck Nef HTS: human Hck-Nef kinase inhibition; P08631; Recombinant Hck-YEEI plus Nef, Z-Lyte FRET kinase assay; inhibition, % at 20 µM; actives 0.68% (n = 220,000); AID 463187;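 active means Hck-Nef kinase inhibition above about 50%, limit read from the data; inactive means inhibition below that limit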;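 further: 0% = DMSO with Hck plus Nef and 100% = Hck alone without Nef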
Target sequence (P08631 whole entry, looked up): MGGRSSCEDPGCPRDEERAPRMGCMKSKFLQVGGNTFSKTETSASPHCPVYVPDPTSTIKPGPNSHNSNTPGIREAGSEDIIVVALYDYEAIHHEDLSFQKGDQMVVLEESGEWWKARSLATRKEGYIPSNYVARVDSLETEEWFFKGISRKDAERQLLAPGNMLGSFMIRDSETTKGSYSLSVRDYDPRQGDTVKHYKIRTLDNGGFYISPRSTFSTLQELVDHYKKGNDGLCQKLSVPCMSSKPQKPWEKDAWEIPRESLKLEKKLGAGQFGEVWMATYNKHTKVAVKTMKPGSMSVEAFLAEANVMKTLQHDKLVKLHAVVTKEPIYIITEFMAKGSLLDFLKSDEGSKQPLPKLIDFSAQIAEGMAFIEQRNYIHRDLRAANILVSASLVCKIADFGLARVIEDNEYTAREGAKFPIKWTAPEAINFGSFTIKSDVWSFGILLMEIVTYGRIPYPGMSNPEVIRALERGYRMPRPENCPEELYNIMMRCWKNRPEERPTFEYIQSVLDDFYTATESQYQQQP
thrombin 1536: blocks human thrombin protease activity; actives 0.26% (n = 220,000); P00734; inhibition, % at 5 µM; alpha-thrombin, Boc-VPR-AMC fluorogenic substrate cleavage;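 active means inhibition at or above 40%; inactive means inhibition below 40%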;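 further: 0% = enzyme with no compound and 100% = wells without enzyme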
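Material: human alpha-thrombin protein. Incubation: reaction at ambient temperature. Technique: fluorescence of released AMC, ex 355 nm, em 460 nm. Control set: no-compound enzyme wells and no-enzyme blanks. Also added: Boc-VPR-AMC substrate, 15 µM final. Buffer or medium: pH 7.5 Tris (50 mM) with NaCl 150 mM, Tween 20 0.05%.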
TNF death inh: inhibitors of TNF-alpha induced necroptosis in Jurkat FADD-/- cells; Jurkat FADD-/- TNF necroptosis rescue, ATP luminescence, 24 h; 0 = TNF only, 100 = no-TNF cells; activation (protection from cell death), % at 10 µM; actives 0.068% (n = 220,000); AID 463075;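 active means activation, meaning protection from cell death, of at least 50% relative to plate controls; inactive means activation below 50%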;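 further: necroptosis triggered by 40 ng/mL TNF-alpha added together with compound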
Active calls of the source: *; . = no result given.

Structure	thrombin 1536	TNF death inh	Cl transport mod	Hck Nef HTS	FXIa inh	Rad51 HR inh	KLK5 inh	FXIIa inh	zVAD death inh
Cc1cc(NC(=O)CSCc2ccccc2C)no1	-0.5	1.2	-1.98	5.0	-4.4	9.6	-20.1	5.2	2.5
CCCCc1nnc(NC(=O)C2CC(=O)N(c3ccc(C)cc3)C2)s1 (stereo not drawn)	-8.6	-0.2	-0.471	27.7	-0.3	-4.2	3.5	7.1	14.6
CCOc1ccc(N2C(=O)/C(=C\c3ccc(OC)c(O)c3)S(=O)(=O)C2c2cccc([N+](=O)[O-])c2)cc1 (stereo not drawn)	0.7	-0.3	0.238	11.9	4.5	9.5	-0.1	10.6	0.4
NC(=O)Cn1nc([N+](=O)[O-])nc1Oc1ccccc1F	-1.5	1.9	0.59	-1.5	0.3	.	.	11.5	-0.1
Cc1ccc(C)c(NC(=O)/C(C#N)=C/c2cn(CC(=O)NCc3ccco3)c3ccccc23)c1	30.7	0.5	-0.0467	9.6	11.8	-1.2	45.8*	1.4	1.4
O=C(CSc1ncnc2sc3c(c12)CCC3)Nc1ccccc1C(=O)O	3.6	2.0	-0.00455	22.3	1.9	-28.8	5.3	12.4	-0.6
CC1=C(C(N)=O)C(c2cccs2)n2nc(-c3cccc(Cl)c3)nc2N1 (stereo not drawn)	-0.4	-0.5	0.011	1.8	19.4	-0.1	-0.7	-1.7	4.2
COC(=O)C1=C(C(=O)OC)[C@@H]2N(C)c3ccccc3[C@@]23C[C@@H](C(=O)OC)N(C(=O)c2ccc(Br)cc2)C3=N1	-6.6	-2.5	-0.932	-38.4	7.9	6.5	-0.8	4.0	0.7
CCOc1ccc(NC(=O)c2ccncc2)cc1	-1.5	-4.8	-0.00543	-6.2	-4.1	14.0	5.7	14.9	-0.4
Nc1nc(N)nc(COc2ccccc2)n1	-4.5	-0.8	.	22.9	-0.1	3.7	5.4	9.2	1.5

Reformatted: two of the compounds above
> Cc1ccc(C)c(NC(=O)/C(C#N)=C/c2cn(CC(=O)NCc3ccco3)c3ccccc23)c1
  thrombin 1536: 30.7
  TNF death inh: 0.5
  Cl transport mod: -0.0467
  Hck Nef HTS: 9.6
  FXIa inh: 11.8
  Rad51 HR inh: -1.2
  KLK5 inh: 45.8*
  FXIIa inh: 1.4
  zVAD death inh: 1.4
> O=C(CSc1ncnc2sc3c(c12)CCC3)Nc1ccccc1C(=O)O
  thrombin 1536: 3.6
  TNF death inh: 2.0
  Cl transport mod: -0.00455
  Hck Nef HTS: 22.3
  FXIa inh: 1.9
  Rad51 HR inh: -28.8
  KLK5 inh: 5.3
  FXIIa inh: 12.4
  zVAD death inh: -0.6

Next part.
Structure	thrombin 1536	TNF death inh	Cl transport mod	Hck Nef HTS	FXIa inh	Rad51 HR inh	KLK5 inh	FXIIa inh	zVAD death inh
COc1ccc(CCNC(=O)Cc2ccc(OC)c(OC)c2)cc1OC	-3.5	0.4	-0.308	5.8	6.2	-7.6	-0.6	8.7	0.4
O=C(O)CCc1nn2c3ccccc3nc2n(Cc2ccccc2)c1=O	-5.6	0.2	0.247	24.3	-2.6	0.0	-1.6	10.1	7.9
CC[C@H](C)[C@@H]1NC(=O)c2cc([N+](=O)[O-])cc(I)c2SC[C@@H](C(N)=O)NC(=O)[C@H](CCCCN)NC1=O	0.4	0.9	-0.0384	-2.6	3.6	-0.1	-9.8	9.8	1.9
Cc1cc(=O)oc(C)c1C(=O)Nc1cccnc1Cl	-1.7	0.8	-0.471	5.9	3.1	18.8	-2.0	6.8	1.6
CCCC(=O)Nc1ccc(C(=O)NCC2CCCO2)cc1 (stereo not drawn)	6.9	0.5	.	-1.6	5.8	3.0	-1.4	11.6	-0.1
CCOC(=O)NNC(=O)C1CCC(C)CC1 (stereo not drawn)	1.8	0.2	0.0338	27.2	0.4	-15.9	-6.4	11.8	1.7
CCc1ccc(OCC(=O)NC(C)(C)C)cc1	-5.5	0.9	0.242	-1.9	-5.3	5.7	-22.0	4.3	0.2
COCCNC(=O)CN1CCC(n2c(C)nc3cc(C(F)(F)F)ccc32)CC1	1.4	3.1	-0.767	-2.1	4.3	-8.8	-22.7	16.9	2.0
O=C(c1ccc(S(=O)(=O)N2CCCCCC2)cc1)N(c1ccccn1)C1CCCCC1	-11.6	1.9	-0.0344	23.6	-3.5	-3.8	-5.5	1.3	-1.1
COC(=O)CSc1nnc(CNC(=O)c2ccccc2OC)n1C	-6.2	-1.2	.	2.3	-2.6	-4.9	-0.8	0.1	0.0

The listing continues:
Structure	thrombin 1536	TNF death inh	Cl transport mod	Hck Nef HTS	FXIa inh	Rad51 HR inh	KLK5 inh	FXIIa inh	zVAD death inh
COc1ccc(-c2cc(C(=O)NCC3CCCO3)c3ccccc3n2)cc1 (stereo not drawn)	-8.2	0.0	0.868	0.9	-1.9	3.5	6.3	2.6	0.3
CC(C)C(=O)N/N=C/c1ccc(OCc2ccccc2)cc1	7.5	-2.9	-4.66*	1.9	9.2	.	-5.3	29.0	0.8
Cc1nnc(NC(=O)CSc2nc3c(c(=O)n(C)c(=O)n3C)n2C(C)C)s1	2.5	-0.7	0.472	11.5	4.8	.	2.5	14.4	-0.6
O=C(/C=C/c1ccco1)OCc1nnc(-c2ccc(Cl)cc2)o1	1.8	-0.5	0.00016	34.3	1.1	-1.4	0.6	4.2	1.1
Cc1cccc(NC(=O)Nc2ccc3c(c2)N(C)C(=O)CS3)n1	30.9	4.7	-0.12	3.1	-1.5	2.4	58.5*	7.9	4.6
O=C(CSc1nnc2ncccn12)N1CCCCCC1	-12.2	-2.1	0.121	1.1	-9.1	.	0.2	-4.3	-0.2
Cc1cc([N+](=O)[O-])ccc1NCc1ccc2ccccc2c1	-4.5	-1.6	-0.68	1.1	-4.1	0.3	-9.2	2.8	0.2
COc1ccccc1NC(=O)CN1CCN(CC(=O)Nc2ccc(F)cc2)CC1	4.0	0.7	-0.679	-9.0	20.4	5.7	-10.5	27.9	-1.2
FC(F)(F)c1cc(CCN2C(=S)NC[C@@H]2CC2CCCCC2)cc(C(F)(F)F)c1	-2.9	-5.7	0.351	29.0	0.8	6.0	-1.0	6.7	0.5
Cc1noc(C)c1S(=O)(=O)N(CC(=O)N1CCn2c1nc1ccccc12)c1ccc(C(C)C)cc1	2.9	-0.2	.	0.5	4.8	-2.1	-11.6	16.3	0.2

Remaining list, next part
Structure	thrombin 1536	TNF death inh	Cl transport mod	Hck Nef HTS	FXIa inh	Rad51 HR inh	KLK5 inh	FXIIa inh	zVAD death inh
CCC(c1nnnn1CCc1ccccc1)N1CCN(c2ccc(OC)cc2)CC1 (stereo not drawn)	-5.3	0.0	-1.15	-1.1	4.6	4.8	-34.8	13.1	0.5
CN/C(=C/[N+](=O)[O-])NCCSCc1ccc(CN(C)C)o1	.	1.2	-0.496	0.0	9.8	-7.5	-9.1	12.6	1.6
COc1cc(NC(=O)c2ccccc2[N+](=O)[O-])c(C(=O)O)cc1OC	40.0	-0.1	-0.316	-27.0	26.9	-3.9	20.4	16.6	0.5
CCc1nc(-c2ccc(OC)c(OC)c2)cc2cc(OC)c(OC)cc12	6.3	2.6	-0.28	4.0	8.4	.	-1.8	12.0	2.0
CC1CCCC(NC(=O)c2ccc3c(SCC(=O)O)c4c(nc3c2)CCC4)C1C (stereo not drawn)	1.6	2.1	2.04	20.9	0.5	15.5	-0.9	13.7	0.9
O=C(NC(=O)c1ccccc1Cl)Nc1ccc(-c2cnco2)cc1	-1.5	0.0	-0.566	70.2*	7.5	8.4	4.9	4.9	1.5
CC1(C)CC(=O)C2=C(C1)N(c1ccccc1)C(=O)CC2c1ccc(O)cc1 (stereo not drawn)	-2.7	0.7	-1.29	21.8	-0.8	15.1	1.4	6.8	1.1
CCOc1ccc(C(CC(=O)O)NC(=O)c2ccco2)cc1 (stereo not drawn)	-2.0	-2.3	0.409	4.2	-6.9	3.2	-7.3	3.7	-0.9
O=C(CSC1=NCCN1)Nc1cccc([N+](=O)[O-])c1	-5.3	-4.1	0.649	22.9	-1.9	-23.5	6.4	6.6	61.3
O=C(Nc1cccc(F)c1)NC1(C(=O)N2CCOCC2)CCCCC1	-1.8	0.1	-0.0371	-0.5	4.1	-1.4	-0.6	4.2	1.6

Next part:
Structure	thrombin 1536	TNF death inh	Cl transport mod	Hck Nef HTS	FXIa inh	Rad51 HR inh	KLK5 inh	FXIIa inh	zVAD death inh
O=C(O)CSc1nc(C(F)(F)F)cc(=O)n1-c1ccccc1	-1.8	-2.7	.	-0.7	0.9	1.1	-9.7	9.8	-0.5
CN(C(=O)CSc1nc(O)cc(=O)n1C1CCCC1)c1ccccc1	-9.9	0.6	0.287	4.9	5.2	-7.5	-7.4	5.5	0.0
CCOc1ccc(S(=O)(=O)N(CC(=O)NCC(F)(F)F)Cc2ccco2)cc1	0.1	1.0	0.164	5.7	10.1	.	-2.7	16.9	0.7
CC(C)(C)C(=O)Cn1nc(Cl)nc1Cl	.	1.9	0.284	12.3	-1.1	-3.8	-2.3	2.5	1.0
COc1ccccc1-c1n[nH]c(=S)n1Cc1ccco1	-7.4	-0.4	0.858	13.4	-2.9	0.9	-3.6	5.8	1.7
O=C(c1ccc(CSc2nc3ccncc3[nH]2)cc1)N1CCCCCC1	-10.1	-5.7	0.413	-2.8	-0.4	.	-1.4	3.2	0.3
CC(=O)c1ccc(-n2nnnc2SCC(=O)NNC(=O)c2ccco2)cc1	2.0	-2.5	.	0.0	-3.1	-2.0	-17.6	-1.3	-0.2
COc1ccc(N=C2SC(C(=O)Nc3ccc4c(c3)OCO4)CC(=O)N2C)cc1 (stereo not drawn)	0.0	-1.1	0.285	-0.4	-1.6	2.6	2.8	-4.3	0.0
O=C(O)C1C2C=CC(C2)C1C(=O)NCCc1cccc(Cl)c1 (stereo not drawn)	-8.4	0.1	-1.42	0.7	-5.2	3.2	11.9	-0.5	1.2
CC(NC(=O)COc1ccccc1)C(c1cccs1)N1CCCC1 (stereo not drawn)	-2.2	0.1	0.464	12.1	-0.6	-0.4	3.3	9.5	-0.5

Continued:
Structure	thrombin 1536	TNF death inh	Cl transport mod	Hck Nef HTS	FXIa inh	Rad51 HR inh	KLK5 inh	FXIIa inh	zVAD death inh
CCc1ccc(NC(=O)c2cnn3c(C(F)F)cc(C)nc23)cc1	2.4	-0.7	-0.0718	7.4	0.3	26.1	-6.6	7.3	2.1
Cc1ccc(NS(=O)(=O)c2cc([N+](=O)[O-])ccc2NNC(=S)Nc2cc(C)ccc2C)c(C)c1	-2.5	-3.3	-0.609	-1.2	-2.6	-4.3	-13.4	0.1	1.0
COc1ccc(-c2cnc3ncnn3c2N)cc1	3.7	-0.3	0.539	-8.7	-4.3	1.5	-3.1	4.5	2.8
O=C(Cc1ccc2c(c1)OCCO2)N1CCN(c2ccccc2)CC1	-3.2	0.2	-0.205	16.0	1.0	-2.2	-5.3	2.5	-1.5
CC(=O)OCCCN1C(=O)c2ccc(Br)cc2C1=O	-0.3	1.5	0.374	-0.3	6.6	-12.7	4.2	11.5	3.4
O=C1c2ccccc2S(=O)(=O)N1Cc1cccc(S(=O)(=O)N2CCOCC2)c1	-0.4	-3.0	0.319	1.8	-12.5	4.3	1.9	9.6	-0.2
CC(=NCc1ccco1)C1=C(O)c2ccccc2C1=O	1.5	1.9	-0.386	4.6	-7.7	-5.8	-7.3	-0.7	0.4
CCOC(=O)C1CCN(C(=O)C(=O)N2CCC(C(=O)OCC)CC2)CC1	-0.1	-0.4	-1.83	1.9	-0.2	-0.2	-2.7	5.9	0.3

Only part of the results is shown (hit frequency here may not be typical).
